# Bioassay records from PubChem BioAssay.
# HIV fusion peptide = inhibitors of HIV fusion peptide binding, primary screen, biochemical, uHTS, fluorescence dequenching (AID 1986). cell-free peptide binding, fluorescence dequenching, 30 min; higher % means a stronger effect. one-dose inhibition, % at 20 µM; IC50 in µM for titrated hits. 290,000 tested, 0.3% active; in the data active means inhibition mostly above about 52%, no sharp cut-off; inactive means mostly below about 76%; further: some results filed as inactive read as strong as hits
# Dynein transport = blocks dynein driven cargo transport along microtubules; 3617.4 mouse cells, GR-EGFP nuclear translocation imaging; test concentration mostly 20 µM; stimulated with dexamethasone, 1 µM; stronger effect = lower value; z-score, hits read low; 220,000 tested, 0.47% active; AID 1381;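 active means plate z-score of nuclear minus cytoplasmic receptor signal below a set negative limit, without overly bright fluorescence or cell loss, cut at about -3.5 in these data, passing the limit was not always enough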;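 further: z-score of nuclear minus cytoplasmic ring GR-EGFP intensity difference per well; some compounds called inactive have numbers as strong as hits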
#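 medium = tetracycline-free induction medium containing charcoal-stripped FBS | probe or stimulus = dexamethasone, 1.0 µM final | timing = 48 h induction, then 1 h compound, then 30 min agonist, 37 °C | detection = automated 10x imaging of fixed Hoechst-stained cells | read-out basis = nuclear versus cytoplasmic GR-EGFP signal, averaged per well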
# AID2073 = inhibitors of Mint1-CaV2.2 protein interaction, biochemical, HTRF (AID 2073); one-dose inhibition, % at 20 µM; IC50 in µM for titrated hits; HTRF protein-protein interaction, Mint1-CaV2.2; higher % means a stronger effect; 290,000 tested, 0.19% active; in the data active means inhibition mostly above about 51%, no sharp cut-off; inconclusive means no clear call, values can overlap the other calls; inactive means mostly below about 53%; further: some results filed as inactive read as strong as hits
# Yfh1-off respiration = enhancers of respiration in Yfh1-depleted yeast, dose response, Friedreich's ataxia, plus single-dose screen (AID 1465). S. cerevisiae Yfh1-off respiration, WST-1 reduction, 72 h; higher fold induction means a stronger effect. one-dose fold induction at 50 µM; EC50 in µM for titrated hits. 220,000 tested, 0.074% active;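 active means fold induction of absorbance versus untreated yeast above a set limit, then at least 30% activation at any dose in follow-up; inconclusive means repeats straddling the limit, or above it without dose testing; inactive means fold induction below the set limit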;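 further: activators that raise dye reduction in frataxin-depleted yeast; strong numbers were not always called active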
# b-catenin transl = modulators of beta-catenin nuclear translocation; 190,000 tested, 0.3% active; nuclear translocation activity, % at 5 µM; HeLa beta-catenin nuclear translocation, immunofluorescence imaging; AID 1665;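 active means nuclear translocation activity above 50% at 5 µM, with a well cell count of 50 or more; inconclusive means wells under 50 cells across six images, flagged as toxic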;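 further: per-cell ratio of nuclear to cytoplasmic median beta-catenin stain intensity; plate controls were DMSO negative control for no effect and GSK-3 inhibitor IX positive control for full effect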
#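 Test system: human HeLa cell line; Doses: 5 µM primary, 0.02–20 µM confirmation; Incubation: 24 h compound exposure, 37°C; Detection: beta-catenin immunofluorescence imaging with DAPI; Read-out: beta-catenin nuclear/cytoplasmic ratio, % activation.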
# Ins promoter up = MIN6 insulin promoter up-regulation; MIN6 insulin promoter-GFP reporter, high-content imaging; stronger effect = higher value; 190,000 tested, 0.3% active; z-score at 5 µM;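 active means z-score above 3 at 5 µM with at least 500 cells counted in the well; inconclusive means wells under 500 cells, flagged as cytotoxic or low count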
# MT stabilize HCS = stabilizes microtubules in HeLa cells | HeLa tubulin immunostaining HCS, 24 h; share of cells brighter than vehicle mean+2SD | % tubulin-high responders, % at 10 µM | 200,000 tested, 0.83% active | AID 2205;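 active means plate Z-score above 3 for both tubulin-high and condensed-nucleus cell shares, with cell loss under 80%, at 10 µM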;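 further: anti alpha tubulin signal scored within the nucleus-defined area of each cell; some results filed as inactive read as strong as hits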
# Autophagy HCS = modulators of autophagy; MEF GFP-LC3 puncta imaging; test concentration mostly 10 µM; calls only at 10 µM (by protocol); 190,000 tested, 0.98% active; AID 463193;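 active means percentage of spot-positive cells more than 3 SD above its plate mean, without a fluorescence outlier flag or 80% toxicity; inconclusive means no clear call, values can overlap the other calls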;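 further: spot-positive cell cutoff set from DMSO-treated cells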
# WT yeast gro inh = growth inhibition of WT yeast, mitochondrial fusion screen; AID 1362; 190,000 tested, 2.1% active; inhibition, % at 10 µM; mitochondrial fusion phenotypic screen, WT strain; in the data active means inhibition above about 58%; tested in S. cerevisiae
# WT yeast gro inh mutant strain = further read-out of WT yeast gro inh, marked with its call; inhibition, %; mitochondrial fusion phenotypic screen, mutant strain inhibition
# Dynein transport cytoplasmic EGFP = second read-out of Dynein transport, no call of its own (marks repeat the call); z-score; measured here: cytoplasmic GR-EGFP intensity; stronger effect = higher value
# Dynein transport nuclear GR-EGFP = second read-out of Dynein transport, no call of its own (marks repeat the call); z-score; measured here: nuclear GR-EGFP intensity;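 lower value marks the stronger effect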
# Dynein transport cell count = also measured in Dynein transport; calls as there; z-score; measured here: cell count per field
# Ins promoter up cell count = recorded beside Ins promoter up, whose call it bears; cell count; measured here: cytotoxicity, nuclei count;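 total cells summed across four imaged fields per well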
# b-catenin transl cell count 5 µM = further read-out of b-catenin transl, marked with its call; cell count; measured here: cell count, cytotoxicity flag
# MT stabilize HCS Hoechst-high % = further read-out of MT stabilize HCS, marked with its call; % Hoechst-high responders; measured here: nuclear condensation Hoechst responders;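 share of cells brighter than vehicle mean plus two SD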
# MT stabilize HCS cytotoxicity % = further read-out of MT stabilize HCS, marked with its call; toxicity, %; measured here: cytotoxicity by cell density;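 0% = mean cell density of plate MIN control wells and 100% = no cells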
# Autophagy HCS cell loss 18 h = second read-out of Autophagy HCS, no call of its own (marks repeat the call); toxicity, %; measured here: cell loss, nuclei count;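 cell loss after 18 h compound exposure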
# * marks the source's active call; other numbers are inactive results; i = inactive; u = inconclusive; x = no result given. Not all compounds are listed; the hit share may differ from the screen's.
SMILES,HIV fusion peptide,Dynein transport,Dynein transport cytoplasmic EGFP,Dynein transport nuclear GR-EGFP,Dynein transport cell count,AID2073,Yfh1-off respiration,b-catenin transl,b-catenin transl cell count 5 µM,Ins promoter up,Ins promoter up cell count,MT stabilize HCS,MT stabilize HCS Hoechst-high %,MT stabilize HCS cytotoxicity %,Autophagy HCS,Autophagy HCS cell loss 18 h,WT yeast gro inh,WT yeast gro inh mutant strain
CCCOP(=O)(OCCC)C(NC(=O)c1ccccc1)=C(Cl)Cl,-0.2%,-0.018,-0.12,0.11,-0.65,1%,i,-0.4,1108,-0.46,1500,6.1,2.8,8.4,i,16,-1,5
COC(=O)N(C)c1ccc(C(O)(C(=O)OC)C(F)(F)F)cc1 (stereo not drawn),0.0%,0.078,0.17,-0.16,-0.46,3%,i,-2.9,574,0.28,1326,2.2,3.1,0.6,i,4,5,-16
O=C1/C(=C\c2ccc(Cl)cc2Cl)N2CCC1CC2,-0.2%,-2,0.075,-0.36,-0.13,4%,i,-1.5,1329,0.11,1079,x,x,x,x,x,x,x
CCOc1ccccc1-n1c(O)c(C=NCCCN(CC)CC)c(=O)[nH]c1=O,-0.1%,1.4,0.33,1.1,-1.4,1%,i,-2.2,825,-0.02,1085,4.0,2.9,10,i,3,5,2
CCOP(=O)(C(NC(=O)c1ccccc1Cl)=C(Cl)Cl)c1ccccc1 (stereo not drawn),2.8%,0.2,-0.11,-0.12,0.22,-1%,i,x,x,0.01,975,2.7,1.1,8.8,i,-2,-12,-2
CN1CCc2nc(SCc3cccc(Br)c3)c(C#N)cc2C1,-0.2%,-0.38,0.14,-0.39,0.72,-16%,i,0.8,1227,-0.15,1399,x,x,x,x,x,x,x
Cc1ccsc1C(=O)C1CCCN(Cc2cnc(N3CCCC3)s2)C1 (stereo not drawn),-0.7%,-0.0076,-0.22,0.099,0.43,-20%,i,-0.6,1512,x,x,0.5,0.6,3.8,i,-5,-1,-3
CCN1C(=O)C(=C2C=C(C)N(Cc3ccco3)C(C)=C2)C(=O)N(CC)C1=S,4.8%,-0.34,-0.11,-0.28,-0.29,u,i,-0.9,1043,-1.4,1429,3.8,1.7,10,i,9,-5,4
N=C1c2ccccc2CN1NC(=O)C1CC1,-0.4%,0.29,-0.22,0.2,0.47,-6%,i,-2.4,538,-0.02,1344,3.7,2.4,5.3,i,0,-6,-3
c1cncc(C2CCCCN2)c1 (stereo not drawn),-0.2%,0.23,-0.22,-0.086,0.19,2%,i,-2.7,1156,-0.24,1441,x,x,x,x,x,x,x
O=C(N/N=C/c1c(O)n(CCc2ccc(F)cc2)c(=O)[nH]c1=O)c1ccncc1,12%,-0.27,-0.32,-0.058,0.89,4%,i,x,x,0.1,1254,3.0,2.6,5.0,i,-4,3,-2
O=C1NC(=O)C(CCc2ccncc2)(Cc2cccc(Cl)c2Cl)C(=O)N1c1ccc(Br)cc1 (stereo not drawn),5.6%,-0.71,-0.24,-0.53,0.066,14%,i,95*,220*,-1.5,1519,19*,27*,55*,i,21,75*,-0.3*
O=C1NC2NC(=O)N([N+](=O)[O-])C2N1 (stereo not drawn),-2.8%,-0.19,-0.19,-0.18,-0.095,-16%,i,-0.7,1037,0.12,1449,x,x,x,x,x,x,x
COc1cc(CC2C(=O)N(C)C(=O)N(C)C2=O)ccc1OCc1ccccc1,0.1%,-0.98,-0.18,-0.3,-0.2,1%,i,0.0,1149,0.43,1168,5.3,2.4,10,i,-8,3,-10
Cc1nn(Cc2ccccc2Cl)c(C)c1C(=O)NC1CCCc2ccccc21 (stereo not drawn),-0.7%,1.4,-0.087,0.53,-1.9,-2%,i,x,x,-0.48,1166,1.4,2.6,11,i,28,18,-15
N#CC(C#N)=Cc1ccc(N2CCOCC2)cc1,4.8%,-0.48,-0.73,-0.44,0.2,-2%,i,-0.1,1355,-0.31,988,x,x,x,x,x,x,x
CCn1ccnc1CN1CCCC(C(=O)c2cc(C)c(OC)c(C)c2)C1 (stereo not drawn),0.7%,-0.068,-0.37,-0.11,1.2,-5%,i,2.1,999,0.96,1439,0.5,1.4,2.4,i,12,2,3
O=C(NC1CN2CCC1CC2)c1cc(Cl)c([N+](=O)[O-])c2nc[nH]c12 (stereo not drawn),0.5%,-0.15,-0.23,-0.45,0.3,-4%,i,5.0,477,-0.15,1077,7.0,1.1,2.1,i,10,-3,-26
CCCCn1c(NC(=O)c2ccco2)c(C(=O)OCC)c2nc3ccccc3nc21,-1.6%,2.2,-0.072,1.3,-1.6,16%,i,-1.2,1020,-0.19,1141,1.5,1.5,12,i,9,-21,-27
COCCOC(=O)c1c(C)oc2ccc(OC(=O)N(C)C)cc12,-1.6%,2.1,-0.068,1.8,-1.3,9%,i,-0.3,828,x,x,2.3,1.4,5.7,i,3,16,22
Nc1ccccc1C(=O)OCC(=O)c1ccc2c(c1)OCCO2,-0.7%,0.37,-0.31,-0.17,0.27,5%,i,0.4,1089,0.33,1214,2.2,1.5,9.0,i,7,-3,-11
N#CCC(=O)NN1Cc2ccccc2C1=N,0.7%,1,0.04,0.78,-0.36,3%,i,-1.4,1069,0.97,1606,4.0,2.4,11,i,10,-2,-2
Cc1ccc2nc(N3CCC(C(=O)N4CCC5(CC4)OCCO5)CC3)sc2c1,1.4%,-0.63,-0.16,-0.073,0.19,-3%,i,1.1,1384,-0.72,1291,1.9,2.5,14,i,13,10,2
CN1C(=O)c2ccccc2NC(=O)C1Cc1ccccc1 (stereo not drawn),-2.3%,0.68,-0.28,0.56,0.58,13%,i,-3.3,1196,0.98,1378,3.0,1.1,15,i,-7,-1,-12
COc1cc(C2NCc3ccccc3-n3cccc32)ccc1O (stereo not drawn),-2.7%,-0.73,-0.19,-1,-0.071,6%,i,x,x,x,x,3.3,1.6,3.6,i,-6,8,8
COc1ccc2nc(/N=C/c3c(O)n(-c4cccc(Cl)c4)c(=O)[nH]c3=O)sc2c1,150%,-0.33,-0.2,-0.48,0.61,11%,i,x,x,x,x,1.4,2.1,8.1,i,-1,24,13
COc1ccc(/C=N\N=C(N)N)cc1,1.8%,-0.058,-0.18,0.0093,0.29,0%,i,1.8,1056,0.21,1185,4.0,3.1,4.0,i,1,-4,-1
CC1CCN(CC(=O)c2ccc3c(c2)OCCO3)CC1,-0.3%,-1.1,-0.29,-0.14,0.4,2%,i,0.8,1121,0.52,1327,5.5,3.4,8.1,i,12,-5,13
CC(C)n1c(=O)c(C=Nc2ccc(Br)cc2)c(O)n(Cc2ccco2)c1=O,66%*,0.13,0.18,0.42,-0.89,59%*,i,2.3,523,0.02,1227,1.9,2.1,5.7,i,-9,44,17
CCOC(=O)C(C)(CC)NC(=O)CSP(=S)(OCC)OCC (stereo not drawn),-0.2%,-0.11,-0.043,0.16,0.13,-6%,i,x,x,0.05,935,2.3,2.8,8.1,i,9,0,2
c1ccc(P(c2ccccc2)c2ccccn2)cc1,-1.1%,-0.16,-0.17,-0.18,-0.015,-2%,i,-1.1,1411,0.26,1053,x,x,x,x,x,x,x
Cc1ccccc1-n1c(C)nc2sccc2c1=O,1.3%,-0.39,-0.2,0.19,1.1,-14%,i,-0.1,1242,0.03,1742,3.3,2.2,10.0,i,-24,-16,-13
CC1CCC(C(C)C)C(OP(N)(=O)c2ccccc2)C1 (stereo not drawn),-1.4%,-0.8,-0.17,-0.095,0.66,3%,i,-9.4,1045,0.74,1231,3.0,2.4,9.2,i,8,37,-3
Cc1ccc(N2C(=O)NC(=O)/C(=C/c3ccc(-c4ccc(C(=O)O)c(Cl)c4)o3)C2=O)cc1,31%,0.61,-0.19,0.17,0.19,27%,i,-0.7,1046,1.1,1100,3.0,1.1,8.1,i,-3,-3,18
O=C(Nc1ccccc1)c1cc([N+](=O)[O-])ccc1N1CCNCC1,1.2%,-0.93,-0.31,-0.49,0.11,-1%,i,0.5,1543,0.04,1449,11,1.3,5.7,i,3,-8,12
CCOc1ccc(-n2c(O)c(N=Nc3c(C)n(C)n(-c4ccccc4)c3=O)c(=O)[nH]c2=O)cc1,0.8%,-0.15,-0.3,-0.48,1.7,-13%,i,-0.9,1067,-0.14,1459,x,x,x,x,x,x,x

# An excerpt from above in order of number of heavy atoms, low to high.
SMILES,HIV fusion peptide,Dynein transport,Dynein transport cytoplasmic EGFP,Dynein transport nuclear GR-EGFP,Dynein transport cell count,AID2073,Yfh1-off respiration,b-catenin transl,b-catenin transl cell count 5 µM,Ins promoter up,Ins promoter up cell count,MT stabilize HCS,MT stabilize HCS Hoechst-high %,MT stabilize HCS cytotoxicity %,Autophagy HCS,Autophagy HCS cell loss 18 h,WT yeast gro inh,WT yeast gro inh mutant strain
N=C1c2ccccc2CN1NC(=O)C1CC1,-0.4%,0.29,-0.22,0.2,0.47,-6%,i,-2.4,538,-0.02,1344,3.7,2.4,5.3,i,0,-6,-3
Cc1ccc(N2C(=O)NC(=O)/C(=C/c3ccc(-c4ccc(C(=O)O)c(Cl)c4)o3)C2=O)cc1,31%,0.61,-0.19,0.17,0.19,27%,i,-0.7,1046,1.1,1100,3.0,1.1,8.1,i,-3,-3,18
O=C1NC(=O)C(CCc2ccncc2)(Cc2cccc(Cl)c2Cl)C(=O)N1c1ccc(Br)cc1 (stereo not drawn),5.6%,-0.71,-0.24,-0.53,0.066,14%,i,95*,220*,-1.5,1519,19*,27*,55*,i,21,75*,-0.3*
